Source: PubChem (The Scripps Research Institute Molecular Screening Center)
KLK7 zymogen act: proKLK7 zymogen activators, primary screen, biochemical, fluorescence intensity. purified proKLK7, EDANS-DABCYL substrate fluorescence; 100% is mature enzyme control, 0% vehicle. activation, % at 7 µM. 370,000 compounds, 0.9% hits. AID 652039, 2013;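 active means activation above the mean of all tested compounds plus 3 SD, computed per campaign excluding outliers beyond control limits, cut at about 13% in these data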
ADAM17 inh: ADAM17 inhibitors, primary screen, biochemical, QFRET; recombinant ADAM17, EDANS/DABCYL FRET peptide cleavage; AID 720648, 2013; 370,000 compounds, 0.83% hits; inhibition, % at 6.95 µM; Disintegrin and metalloproteinase domain-containing protein 17 (Homo sapiens), P78536;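 active means inhibition above the mean of compounds lying between control limits plus 3 SD, set per campaign, cut at about 8.5% in these data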;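 further: 0% = DMSO-only wells as the low control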
TDP2 absorb: human TDP2 enzyme inhibitors, primary screen, biochemical, epi absorbance, recombinant enzyme; T5PNP hydrolysis, p-nitrophenol absorbance 415 nm; inhibition, % at 12.8 µM; 370,000 compounds, 0.34% hits;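 active means inhibition above the mean of all tested compounds plus 3 SD, set per campaign, cut at about 25% in these data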;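 further: 0% = DMSO with enzyme and 100% = buffer with substrate but no TDP2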
Target sequence (O95551 whole entry, looked up): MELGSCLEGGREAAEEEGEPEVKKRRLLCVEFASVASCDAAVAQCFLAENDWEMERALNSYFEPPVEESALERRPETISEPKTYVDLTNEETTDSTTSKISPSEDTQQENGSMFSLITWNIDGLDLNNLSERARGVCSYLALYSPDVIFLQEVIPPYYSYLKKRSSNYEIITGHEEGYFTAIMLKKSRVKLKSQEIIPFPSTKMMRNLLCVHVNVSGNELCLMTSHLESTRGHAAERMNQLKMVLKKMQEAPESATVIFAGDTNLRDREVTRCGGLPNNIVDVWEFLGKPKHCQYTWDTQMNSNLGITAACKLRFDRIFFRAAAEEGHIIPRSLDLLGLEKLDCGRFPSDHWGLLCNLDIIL
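System – recombinant human TDP2 · Amount – 120 nM TDP2 per well · Buffer or medium – Mg2+-containing Tris-HCl buffer, pH 7.5 · Reagent – T5PNP substrate, 5 mM · Dosing – 12.8 µM single point, 1% DMSO · Incubation – 2 h at 37 °C · Measured by – epi absorbance · Read-out basis – percent inhibition · Benchmarks – high control without enzyme, low control DMSO plus TDP2 · Repeats – singlicate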
Tn6 DDE FP: inhibitors of Tn6 peptide binding to fibrin DD(E), primary screen, biochemical, fluorescence polarization, human fibrin, Tn6 probe; 370,000 compounds, 0.21% hits; inhibition, % at 8.3 µM; AID 720509, 2013; Fibrinogen beta chain (Homo sapiens), P02675; Fibrin DD(E) TRITC-Tn6 fluorescence polarization displacement;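 active means inhibition above a per-campaign cutoff: mean of compounds within control limits plus 3 SD, cut at about 15% in these data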;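 further: 0% = median of all compound wells on the plate and 100% = blocking peptide control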
Target sequence (P02675 whole entry, looked up): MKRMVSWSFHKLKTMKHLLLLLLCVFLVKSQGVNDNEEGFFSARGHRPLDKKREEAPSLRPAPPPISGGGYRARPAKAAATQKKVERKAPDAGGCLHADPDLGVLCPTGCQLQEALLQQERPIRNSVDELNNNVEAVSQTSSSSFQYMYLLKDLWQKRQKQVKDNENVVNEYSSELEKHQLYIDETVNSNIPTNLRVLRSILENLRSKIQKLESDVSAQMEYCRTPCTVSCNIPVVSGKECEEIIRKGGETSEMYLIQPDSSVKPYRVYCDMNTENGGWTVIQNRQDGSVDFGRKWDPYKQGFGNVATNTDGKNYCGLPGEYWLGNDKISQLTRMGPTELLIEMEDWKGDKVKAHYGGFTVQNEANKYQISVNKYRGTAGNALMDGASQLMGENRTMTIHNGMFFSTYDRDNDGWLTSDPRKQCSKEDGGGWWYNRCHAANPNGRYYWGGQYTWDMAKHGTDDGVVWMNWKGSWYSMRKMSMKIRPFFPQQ
PLCg1 inh: PLC-gamma1 enzyme inhibitors, primary screen, biochemical, fluorescence, purified enzyme | fluorogenic substrate | inhibition, % at 12.2 µM | 370,000 compounds, 0.84% hits | AID 720700, 2013; in the data active means inhibition above about 9.5%
LEDGF integ inh: blockers of LEDGF/p75-dependent integrase strand transfer – biochemical, TR-FRET, high throughput, primary screen; TR-FRET IN-LEDGF/p75 DNA integration, Eu/Cy5; inhibition, % at 3.7 µM; HIV-1 integrase (with human LEDGF/p75); 370,000 compounds, 0.64% hits;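 active means inhibition above the screen-wide mean plus 3 SD, cut at about 13% in these data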;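 further: signal is the Cy5 over europium emission ratio at 671 and 618 nm; 0% = plate median of compound wells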
ARFGAP1 inhibitor: inhibitors of rat ARFGAP1 GAP activity, primary screen, biochemical, fluorescence polarization, GDP tracer | ADP-ribosylation factor GTPase-activating protein 1 (Rattus norvegicus), Q62848 | Arfgap1-stimulated ARF1 GTP hydrolysis, GDP FP detection | inhibition, % at 16.5 µM | 360,000 compounds, 0.26% hits | AID 651572, 2012;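 active means inhibition above a per-plate limit, mean inhibition of low control wells plus 3 SD, cut at about 25% in these data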;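 further: 0% = DMSO wells with enzyme and 100% = wells lacking Arfgap1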
Target sequence (Q62848 1-136 limits assumed): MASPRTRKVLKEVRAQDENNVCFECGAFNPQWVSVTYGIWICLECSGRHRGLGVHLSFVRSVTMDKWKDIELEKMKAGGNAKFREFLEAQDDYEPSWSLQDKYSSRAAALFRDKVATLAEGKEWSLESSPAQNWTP
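System: truncated rat Arfgap1 GAP domain / Benchmarks: high control wells lacking Arfgap1, low control full reaction with DMSO / Times: compound-enzyme preincubation 20 min, reaction 120 min, detection 60 min, 25 °C / Repeats: one replicate per compound / Also added: human ARF1(Δ1-17)-GTP substrate / Measured by: Tracer-displacement fluorescence polarization with EDTA stop, 620/688 nm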
ASAP1 GAP inh: inhibitors of human ASAP1 ArfGAP activity, primary screen, biochemical, fluorescence polarization; Arf-GAP with SH3 domain, ANK repeat and PH domain-containing protein 1 (Homo sapiens), …; ASAP1-stimulated ARF1 GTP hydrolysis, GDP FP detection; inhibition, % at 16.5 µM; 360,000 compounds, 0.19% hits; AID 624377, 2012; in the data active means inhibition above about 25%;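 further: 0% = vehicle with enzyme and substrate and 100% = no enzyme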
ADAM10 inh: human ADAM10 inhibitors, primary screen, biochemical, QFRET, HTS | recombinant ADAM10, EDANS/DABCYL FRET peptide cleavage, 3 h | AID 720582, 2013 | inhibition, % at 7 µM | 370,000 compounds, 0.62% hits;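 active means inhibition above a per-campaign cutoff equal to the mean of compounds falling between control-based bounds plus 3 SD, cut at about 20% in these data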;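 further: 0% = DMSO wells while the 100% control is not disclosed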
Tn7 DDE FP: inhibitors of Tn7 peptide binding to fibrin DD(E), primary screen, biochemical, fluorescence polarization, human fibrin, Tn7 probe | inhibition, % at 8.3 µM | FP displacement of FITC-Tn7 peptide from fibrin DD(E); 0% = median of compound wells per plate | Fibrinogen beta chain (Homo sapiens), P02675 | AID 720508, 2013 | 370,000 compounds, 0.13% hits;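 active means inhibition above the mean of compounds falling within the control limits plus 3 SD of them, cut at about 14% in these data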;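 further: 0% = plate median of compound wells and 100% = 10 µM Aha-Tn7 peptide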
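Also added: labelled Tn7 tracer, 0.1 µM; Assay system: human fibrin DD(E) protein; Amount: 2 µM fibrin DD(E); Schedule: 10 min compound pre-incubation, 3 h probe incubation at room temperature; Repeats: one replicate per compound; Read-out basis: percent inhibition; Measured by: fluorescence polarization of the labelled Tn7 tracer.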
* = called active by the depositor; i = inactive; nt = not tested or not shown.

SMILES	KLK7 zymogen act	ADAM17 inh	TDP2 absorb	Tn6 DDE FP	PLCg1 inh	LEDGF integ inh	ARFGAP1 inhibitor	ASAP1 GAP inh	ADAM10 inh	Tn7 DDE FP
CC(C)(C)NC(=O)c1nc2ccccc2s1	0.1	0.2	5.1	-2.8	1.0	3.4	3.2	2.6	2.2	7.5
CCCC/C(O)=C1\C(=O)CC(C)(C)CC1=Nc1ccc(N)cc1	-0.4	-2.2	1.0	-6.8	-0.5	0.0	10.4	4.2	-1.5	-4.1
Cc1noc(C(=O)N2CC3(C)CC2CC(C)(C)C3)c1Cl (stereo not drawn)	0.5	-2.4	5.0	4.8	-0.1	1.3	-1.5	15.2	-5.3	-1.4
O=C1COc2ccc(C(=O)COC(=O)CCOc3ccccc3)cc2N1	0.1	-0.1	0.6	7.5	-0.2	-2.8	-2.4	1.1	-20.4	5.4
Nc1nc(SCC(=O)N2CCCC2)[nH]c(=O)c1NC(=O)c1cccs1	0.6	-4.0	-5.3	1.6	0.2	-0.5	10.9	-0.1	-3.7	-1.0
Cc1ccc(-c2cc(C(=O)OCC(=O)N(C)c3c(N)n(Cc4ccccc4)c(=O)[nH]c3=O)c3ccccc3n2)o1	7.8	-10.1	-1.6	-1.4	-111.0	-1.2	1.5	-3.8	-46.0	0.0
Cc1ccc(-c2ccc(=O)n(CC(=O)NCCCN3CCCCC3C)n2)cc1 (stereo not drawn)	0.1	-8.8	-13.7	-0.2	-5.4	24.2*	-4.2	4.9	-26.7	4.1
COc1ccccc1NC(=O)Cn1cc(C#N)c2ccccc21	-0.1	-3.0	-10.0	-8.3	6.7	-3.4	9.2	6.5	-0.7	-4.8
CN(C)CCNc1nc(-c2ccccc2CO)c2sccc2n1	6.8	-65.8	1.4	4.6	-36.4	-2.5	5.5	-9.2	-321.2	-5.1
O=C(NC1CC2CCCC(C1)N2C(=S)NCCc1ccccc1)C1CC1 (stereo not drawn)	0.1	-5.1	2.5	2.6	-0.1	1.5	4.9	3.9	-10.9	3.7
COc1ccc(C(=O)N2CCC(C)(C(=O)O)C2)c(OC)c1 (stereo not drawn)	-0.6	-3.8	4.3	-4.1	1.4	-3.0	25.6*	4.1	-3.2	0.0
CC1=C(C(=O)N2CCOCC2)C(c2cc(C)ccc2C)NC(=S)N1 (stereo not drawn)	-0.2	0.2	-6.4	2.1	3.2	4.6	8.9	-7.5	3.3	-0.4
COc1ccc(SN=C2C(C)=CC(=O)C=C2C)cc1	-0.7	-3.2	5.7	4.9	-1.2	4.4	7.3	-1.3	-8.2	2.4
COc1ccc(-c2n[nH]c(C)c2-c2ccc(Cl)cc2)c(O)c1OC	0.2	11.3*	-9.0	1.2	1.9	-0.5	7.4	-5.2	9.6	-6.6
CN(C)C(=O)COc1ccc2cc(-c3ccccc3)c(=O)oc2c1	33.2*	i	7.0	-1.1	i	2.0	-2.2	-2.9	i	-1.5
COCCCNC(=O)c1cccc2c(-c3ccc(OC)cc3C)coc12	0.3	-2.9	2.3	-3.2	2.4	-0.1	3.5	-6.9	-7.4	0.0
Cc1ccc(OCCC(=O)N2CCN(c3ccc(O)cc3)CC2)cc1	0.0	1.0	4.0	2.1	3.0	-0.1	-3.8	10.3	8.1	-2.3
COC(=O)C1=C(C)N(C)C(=NCc2ccc(OC)cc2)NC1c1ccc(Cl)cc1 (stereo not drawn)	-0.3	-1.3	6.8	-1.4	2.2	3.0	0.7	2.5	-0.9	-2.1
CCCC1OC23CCCCC2C(C#N)(C#N)C1(C#N)C(=N)O3 (stereo not drawn)	9.7	-269.6	-12.0	-2.2	-231.9	-2.4	24.1	11.4	i	6.3
CCc1c(C)nc(N2CCN(c3ccc(OC)cc3)CC2)[nH]c1=O	0.0	-1.5	-2.0	-10.7	0.9	3.1	-6.2	2.8	0.7	-7.1
Cc1cc(NC(=O)CCCS(=O)(=O)c2nc(-c3cccs3)cc(C(F)(F)F)n2)no1	-10.9	-72.5	1.0	-0.7	-1.0	18.5*	14.2	-13.9	-247.9	-5.4
Nc1[nH]c(C(=O)c2ccccc2)c(-c2ccc(Br)cc2)c1C(=O)c1ccc(Br)cc1	-0.8	-0.8	1.8	6.5	0.7	1.9	-5.0	2.7	-2.0	-2.3
CC(=O)Nc1cccc(-c2csc(Nc3ccccn3)n2)c1	-0.6	0.9	-7.1	-1.3	-1.2	1.8	3.2	1.2	13.8	-3.2
COc1cccc(/C(O)=C2/C(=O)C(=O)N(CCN3CCOCC3)C2c2cccnc2)c1 (stereo not drawn)	0.2	-3.6	-2.6	-1.6	0.0	-3.2	6.1	-11.4	-10.1	1.6
COc1ccc(CN2CC[C@H]3C=CC[C@@H](C(=O)NCCc4ccccc4)[C@H]3C2=O)cc1OC	0.5	-5.1	5.4	-3.0	1.9	-2.0	-5.3	7.6	-5.9	-5.0

Entries listed so far with two or more sulfur atoms:
SMILES	KLK7 zymogen act	ADAM17 inh	TDP2 absorb	Tn6 DDE FP	PLCg1 inh	LEDGF integ inh	ARFGAP1 inhibitor	ASAP1 GAP inh	ADAM10 inh	Tn7 DDE FP
Nc1nc(SCC(=O)N2CCCC2)[nH]c(=O)c1NC(=O)c1cccs1	0.6	-4.0	-5.3	1.6	0.2	-0.5	10.9	-0.1	-3.7	-1.0
Cc1cc(NC(=O)CCCS(=O)(=O)c2nc(-c3cccs3)cc(C(F)(F)F)n2)no1	-10.9	-72.5	1.0	-0.7	-1.0	18.5*	14.2	-13.9	-247.9	-5.4

Further structures follow.
SMILES	KLK7 zymogen act	ADAM17 inh	TDP2 absorb	Tn6 DDE FP	PLCg1 inh	LEDGF integ inh	ARFGAP1 inhibitor	ASAP1 GAP inh	ADAM10 inh	Tn7 DDE FP
C[C@@H]1CN(Cc2nc(-c3cccs3)no2)C[C@H](C)O1	0.3	-1.3	-6.7	4.8	0.8	-5.3	-5.8	7.9	-0.4	-1.5
CC(C)C[C@@H](CO)N1CCN(Cc2cccc(C#N)c2)CCC1=O	0.3	-1.5	6.3	0.0	1.8	2.6	-5.0	1.7	-0.4	-4.1
COc1cc(/C=C2/C(=O)c3cccc([N+](=O)[O-])c3C2=O)c(Br)cc1O	0.9	3.0	6.2	-12.7	-4.1	3.8	-9.2	1.0	0.9	0.4
COc1cccc(CNc2nc3cc(-c4cscc4C)sc3c(=O)n2C)c1	-4.2	2.7	2.9	-2.2	-2.3	7.1	11.6	17.2	3.6	-3.8
CCn1nccc1C(=O)Nc1cc(Cl)cc(Cl)c1	0.3	0.0	-6.0	-2.2	0.6	-3.7	3.6	7.9	0.3	2.2
CN(C)CC1(c2ccccc2)CCCC1	0.3	-4.6	4.1	1.1	-0.6	0.8	10.8	4.6	-0.9	-5.3
CN1/C(=C\C(=O)CN2C(=O)NC3(CCCCCC3)C2=O)C(C)(C)c2ccccc21	-0.9	-14.9	-3.3	-6.8	-25.1	2.5	6.0	15.0	-56.6	-3.2
COc1ccc(-c2csc3ncnc(N4CCN(S(=O)(=O)c5ccc(C)cc5)CC4)c23)cc1	0.5	-2.1	3.2	-3.0	4.2	-1.4	-6.4	-2.0	-1.9	-2.8
CC(C)c1nnc(NC(=O)CCCC(=O)O)s1	-0.3	0.7	1.9	6.4	1.2	-1.5	-8.2	4.7	-6.5	0.7
O=C(COC(=O)C12CC3CC(CC(O)(C3)C1)C2)Nc1ccc(OC(F)F)cc1	-0.2	0.3	-10.5	-4.6	-1.5	-0.7	7.1	2.2	-6.2	0.6
COc1ccc(-c2cc(C(=O)N3CCN(S(=O)(=O)c4ccc(C)cc4)CC3)[nH]n2)cc1	-0.5	1.1	-0.3	-0.3	2.6	1.2	-3.3	-1.5	-18.0	3.0
CCOc1ccccc1NC(=O)CSc1nc2c(c(=O)n(C)c(=O)n2C)n1C	0.8	1.1	-1.9	1.2	-0.8	-0.5	-10.3	-13.2	0.1	0.9
CC(C)N1CCCCC(NC(=O)Cc2ccccc2)C1=O (stereo not drawn)	-0.2	7.0	-12.2	1.1	7.4	7.8	nt	nt	1.8	8.7
Cc1cc(C(=O)N/N=C\C(Br)=C\c2ccccc2)c(C)o1	-0.2	-1.9	-11.1	3.7	-2.0	-1.2	2.7	-8.6	5.8	1.8
CCc1ccc(S(=O)(=O)NCc2cn3ccccc3n2)s1	0.2	1.5	2.5	-4.3	3.6	0.9	1.9	-8.6	-0.2	-7.5
O=c1oc(Nc2cccc(Cl)c2)nc2ccccc12	0.1	-9.6	-0.7	-7.4	-16.6	-1.2	14.7	-2.0	-34.0	-1.1
CSCCC1Nc2ccc(S(=O)(=O)N3CCOCC3)cc2NC1=O (stereo not drawn)	0.5	-7.8	-2.0	-2.0	-6.9	-0.2	3.3	-1.4	-14.6	-1.3
COc1ccc(N(CC(C)C)S(=O)(=O)c2nnc(NC(=O)CC(C)C)s2)cc1	0.4	-0.1	10.9	-6.0	-1.9	-2.6	10.9	-9.4	-3.1	-6.3
Cc1ccc(Nc2nnc(SCc3cc(=O)n4cc(C)ccc4n3)s2)cc1	0.1	0.5	-2.4	1.0	0.7	0.3	-4.1	-9.7	-3.2	1.2
COc1cccc(CN[C@@H]2CC[C@@]34CCCN3C(=O)CCC[C@H]4C2)c1	nt	-8.1	3.9	-2.6	-1.4	-2.4	nt	nt	-9.3	4.2
Cc1cc(C)c(NC(=O)c2cccs2)c(C)c1NC(=O)c1cccs1	-0.1	-1.4	8.1	-0.7	-0.5	2.7	-5.1	14.8	0.3	-7.5
Cc1ccc(S(=O)(=O)N2C[C@@H](C)[C@]3(C2)[C@H](O)[C@H](OC(=O)NC2CCCC2)C[C@H]2C(=O)N(c4ccccc4)C(=O)[C@H]23)cc1	0.3	1.2	-3.0	-0.3	3.2	2.8	4.9	1.8	-4.0	1.9
